Source: PubChem (Southern Research Specialized Biocontainment Screening Center)
PhoP inhibition = inhibitors of PhoP regulon expression, primary screen, Salmonella Typhimurium, GFP reporter (AID 1863); S. Typhimurium PhoP-regulated promoter GFP reporter, 4 h; higher % means a stronger effect; inhibition, % at 50 µM, or IC50 in µM where a hit was titrated; 0.16% of 300,000 active;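 active means inhibition over 29.93%, a cutoff 3 SD above the screen mean, later confirmed by dose response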;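 further: 0% = low Mg2+ inducing control and 100% = high Mg2+ repressing control; strong numbers were not always called active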
* marks the source's active call; other numbers are inactive results. An excerpt; the hit share may differ from the screen's.

PhoP inhibition	structure
-1%	Cc1cc(Cl)ccc1NC(=O)COC(=O)c1cc([N+](=O)[O-])ccc1N1CCOCC1
0%	CC1C(=O)N2CCCc3cc(NS(=O)(=O)c4ccc([N+](=O)[O-])cc4)cc1c32 (stereo not given)
9%	O=C(COc1coc(CN2CCc3ccccc3C2)cc1=O)Nc1ccc(Cl)cc1
-18%	COc1ccc(C(=O)N[C@H](C(=O)OCc2nc3ccsc3c(=O)[nH]2)C(C)C)cc1
-15%	Cc1ccc(C)c(SCC(=O)Nc2oc(C)c3c(C)n[nH]c(=O)c23)c1
-3%	O=C(c1ccc(S(=O)(=O)Nc2ccccc2)cc1)N1CCC1
-6%	COc1ccc(S(=O)(=O)N2CCCCCC2)cc1C(=O)N(C)Cc1cccc(OC)c1OC
7%	O=C(COC(=O)Cc1ccccc1F)NNC(=O)c1ccc(Cl)cc1
-3%	CN(CC(=O)Nc1ccc(Cl)c(C(F)(F)F)c1)C(=O)CCN1C(=O)C2CC=CCC2C1=O (stereo not given)
15%	C#CCOCCOCCOCCNc1nc(N2CCN(C(=O)CCCCCCCCCCNC(=O)Cn3cc(CCCCCN)nn3)CC2)nc(N2CCN(C(=O)CCCCCCCCCCNC(=O)[C@H]([C@@H](C)CC)n3cc(CCCCN=C(N)N)nn3)CC2)n1
-3%	CC1CCC(NS(=O)(=O)c2ccc(Cl)nc2)CC1 (stereo not given)
5%	Cc1cc(NC(=O)CSCC(=O)N(C)Cc2c(F)cccc2Cl)no1
-3%	COCCNc1nnc(SCC(=O)NC(=O)c2ccccc2)s1
-4%	COc1ccc(CN(C)C(=O)C2CCN(C(=O)Nc3ccccc3)CC2)cc1
-4%	COc1cc(NC(=O)CSc2nc(=O)n(CCN3CCOCC3)c3c2CCC3)cc(OC)c1
-6%	COc1ccc(C(=O)OCC(=O)NC2CC2)cc1S(=O)(=O)N(C)Cc1ccccc1
-9%	COc1ccc(NC(=O)CN(C)C(=O)CNC(=O)c2ccc(C)s2)cc1
-6%	COC(=O)[C@]1(Cc2ccccc2)N[C@H](c2ccc(-c3ccc(Cl)c(Cl)c3)cc2)[C@@H]2C(=O)N(C)C(=O)[C@@H]21
-3%	Cc1cccc(NC(=O)C2CCN(S(=O)(=O)c3ccc4ccccc4c3)CC2)n1
13%	CC1(C)CC2CC(C)(CN2S(=O)(=O)c2cccc(C(=O)OCC(N)=O)c2)C1 (stereo not given)
-6%	C=CC[N+](C)(C)c1ccc(CCC(=O)CCc2ccc([N+](C)(C)CC=C)cc2)cc1
-5%	O=C(CCSc1ccccc1Cl)NNC(=O)c1ccncc1
3%	Cc1ccc(CNC(=O)c2cc(-c3ccccc3C)n(CC3CC(c4cccc([N+](=O)[O-])c4)=NO3)n2)cc1 (stereo not given)
-5%	O=C(CN1C(=O)c2ccc([N+](=O)[O-])cc2C1=O)NC1CCS(=O)(=O)C1 (stereo not given)
-3%	O=C(COc1ccc(F)cc1)Nc1nnc(C2CC2)s1
-6%	Cc1cccc(NC(=O)C2CCN(S(=O)(=O)c3c(C)c(C)cc(C)c3C)CC2)n1
5%	CCN1C(=O)[C@H]2[C@@H](c3ccc(-c4ccccc4)cc3)N[C@@](CC(C)C)(C(=O)OC)[C@H]2C1=O
-8%	O=C(NCC(c1ccco1)N1CCc2ccccc21)c1ccc([N+](=O)[O-])cc1 (stereo not given)
12%	Cc1ccc(S(=O)(=O)N2CCC(C(=O)OCc3c(C)noc3C)CC2)cc1C
-4%	Cc1ccnc(NC(=O)C2CCN(S(=O)(=O)c3ccc(Cl)c(C(F)(F)F)c3)CC2)c1
5%	O=C(NC1CCCCC1)c1ccc(-c2ccc(Cl)cc2)o1
2%	CS(=O)(=O)N(Cc1nc(-c2ccc(F)cc2)no1)c1ccccc1Cl
-9%	CC(OC(=O)/C=C/c1ccc2ccccc2n1)C(=O)NCc1ccccc1 (stereo not given)
10%	O=C(COC(=O)CC1Sc2ccccc2NC1=O)NCc1ccccc1 (stereo not given)
7%	Cc1ccc(S(=O)(=O)N2CCN(C(=O)COC(=O)C3CCC3)CC2)cc1
-6%	CC(NC(=O)c1ccco1)c1ccc(-n2ccnc2)cc1 (stereo not given)
6%	Cc1cccnc1NC(=O)c1ccc2c(c1)OCO2
-10%	COc1ccc(Cl)cc1NC(=O)CN(C)C(=O)c1cn(-c2ccccc2)nc1-c1cccnc1
-5%	COc1ccc(-c2nn(-c3ccccc3)cc2C(=O)NC2CCC(C)CC2)cc1 (stereo not given)
-7%	Cc1ccc(NC(=O)C(=O)NCC2CCCN2S(=O)(=O)c2cccs2)cc1C (stereo not given)
-8%	CC(C)CN(C(=O)C1CCCO1)C1CCS(=O)(=O)C1 (stereo not given)
5%	C#CCOCCOCCOCCNc1nc(N2CCN(C(=O)CCCCCCCCCCNC(=O)[C@H](CO)n3cc(CCCSC)nn3)CC2)nc(N2CCN(C(=O)CCCCCCCCCCNC(=O)[C@H](CCCN=C(N)N)n3cc(C[C@@H](C)CC)nn3)CC2)n1
-6%	COCCN(Cc1ccccc1)C(=O)Cc1ccc(OC)c(S(=O)(=O)N2CCOCC2)c1
0%	O=C1COc2ccc(C(=O)COC(=O)Cc3ccc(F)cc3)cc2N1
11%	CCOc1ccc(S(=O)(=O)N2CCN(C(=S)NCC3CCCO3)CC2)cc1 (stereo not given)
-3%	Cc1cc(NC(=O)C(C)SCC(=O)Nc2ccccc2N2CCCC2)no1 (stereo not given)
3%	CCOc1ccc(OCCC(=O)NNC(=O)c2cc(OC)c(OC)c(OC)c2)cc1
4%	O=C(COC(=O)C1CCC1)NCc1ccc(Cl)cc1Cl
5%	COc1cccc(NC(=O)CN(C)C(=O)CNC(=O)c2ccc3ccccc3c2)c1
3%	Cc1sc(NC(=O)C2=COCCO2)nc1-c1ccc(Cl)cc1
-7%	Cc1ccc(N(Cc2ccccc2)C(=O)c2cccc(S(=O)(=O)N3CCN(C)CC3)c2)cc1
6%	COc1ccccc1N1CC(C(=O)Nc2ccccc2N2CCCC2)CC1=O (stereo not given)
-4%	O=C(CN1C(=O)NC2(CCCc3ccccc32)C1=O)c1ccc(Br)cc1 (stereo not given)
-6%	Cc1ccc(N2CC(C(=O)NCc3n[nH]c(=O)c4ccccc34)CC2=O)cc1 (stereo not given)
-3%	O=C(Nc1cc(Cl)ccc1-n1cncn1)c1ccc(Br)o1
-4%	CCN(C(=O)Cn1cnc2ccccc2c1=O)C1CCS(=O)(=O)C1 (stereo not given)
3%	CCN(CC(=O)Nc1c(F)cccc1F)C(=O)Cc1n[nH]c(=O)c2ccccc12
4%	O=C(Nc1ccccn1)C1CCN(S(=O)(=O)c2ccc(Cl)cc2)CC1
-8%	CC(C)(Oc1ccc(Cl)cc1)C(=O)O
-1%	Cc1ccc(S(=O)(=O)NN=C2C3CC4CC(C3)CC2C4)cc1

Carrying on:
PhoP inhibition	structure
4%	CCOC(=O)C1CCN(C(=O)c2ccc3c(c2)C(=O)N(c2ccccc2C)C3=O)CC1
-1%	CC(=O)Nc1ccc(NC(=O)CSC2=NS(=O)(=O)c3cc(Cl)ccc3N2)cc1
4%	COc1ccc2c(c1)[C@@H]1[C@H](CO2)[C@H](c2ccccc2)[C@]2(C)C(=O)Nc3ccc(C)cc3C(=O)N12
-2%	CN(CC(=O)Nc1cccc(F)c1)C(=O)CCNC(=O)c1ccco1
9%	COCCN(C(=O)COC(=O)c1cccnc1SC)c1c(N)n(Cc2ccccc2)c(=O)[nH]c1=O
1%	CCN(CC(=O)NCc1cccs1)C(=O)c1cccc(S(=O)(=O)NCc2ccccc2)c1
13%	CCC(C)N(C(=O)COc1ccc(-c2nnco2)cc1)C1CCS(=O)(=O)C1 (stereo not given)
8%	O=C(COC(=O)CSc1ccc([N+](=O)[O-])cc1)NCCc1ccccc1
4%	FC(F)(F)c1cc(CCN2CCNC[C@H]2Cc2cccc3ccccc23)cc(C(F)(F)F)c1
1%	N#CC1(NC(=O)CSc2nc3ncc(Cl)cc3[nH]2)CCCCC1
-3%	C/C(=C(/CCO)SSCC1CCCO1)N(C=O)Cc1cnc(C)nc1N (stereo not given)
-5%	O=C(c1cc(=O)[nH]c2ccccc12)N(Cc1nnc(-c2ccccc2Cl)o1)C1CC1
-6%	COCCn1c(SC(C)C(=O)NCC2CCCO2)nc2scc(-c3ccc(F)cc3)c2c1=O (stereo not given)
-2%	Cc1ccc(S(=O)(=O)N2CCOCC2)cc1C(=O)OC(C)C(=O)c1ccccc1 (stereo not given)
-9%	COC(=O)C1=C(C)NC(C)=C(C(=O)OC)C1C(=O)OCc1nnc(-c2ccccc2)o1
0%	CN(C)C(=O)c1ccc(NC(=O)COC(=O)C2=COCCO2)cc1
-4%	CN(CC(=O)Nc1c(Cl)cccc1Cl)C(=O)c1cc2ccccc2cc1O
-1%	c1ccc([C@H]2CN3CCSC3=N2)cc1
-9%	O=C(NCCN1C(=O)S/C(=C\c2ccccc2Cl)C1=O)C1=COCCO1
-5%	CCN(c1ccccc1)S(=O)(=O)c1ccc(Oc2ccc([N+](=O)[O-])cc2)nc1
-2%	COc1ccccc1CCC(=O)OCC(=O)N1CCN(S(=O)(=O)c2ccc(C)cc2C)CC1
-1%	Cc1c(N(C)S(=O)(=O)c2cccc(C(=O)NCC3CCCO3)c2)c(=O)n(-c2ccccc2)n1C (stereo not given)
8%	COc1ccc(C(CNC(=O)c2cccc(S(=O)(=O)Nc3ccc(C)cc3)c2)N2CCOCC2)cc1 (stereo not given)
-1%	Cc1ccc(C)c(OCCC(=O)OCC(=O)NC(=O)NCc2ccccc2)c1
-7%	N#Cc1cccc(C(=O)OCC(=O)c2ccc3c(c2)NC(=O)CO3)c1
-3%	COc1ccc(CCNC(=O)c2sc3nc4n(c(=O)c3c2C)CCC4)cc1
-5%	Cc1ccc(SCC(=O)OCC(=O)NCc2cccs2)cc1C
-2%	CN(CC(=O)Nc1c(Cl)cccc1Cl)C(=O)C1CCN(C(=O)Nc2ccccc2)CC1
0%	O=C(COC(=O)/C=C/c1ccc(OC(F)F)cc1)NC1CCCCCCC1
2%	CN(Cc1ccccc1)C(=O)COC(=O)c1cc([N+](=O)[O-])ccc1N1CCOCC1
6%	CCCCN1CCNC[C@H]1Cc1ccc(O)cc1
-4%	COc1cccc(C(=O)NCC2CCCN2S(=O)(=O)c2ccccc2)c1 (stereo not given)
-1%	O=C(COC(=O)C1CC2CCCC(C1)C2=O)NNC(=O)c1ccc([N+](=O)[O-])cc1 (stereo not given)
10%	N#Cc1ccc(Oc2ccc(S(=O)(=O)N3CCCCC3)cn2)cc1
5%	COC(=O)[C@]1(C)N[C@H](c2ccc(SC3CCCCC3)cc2)[C@@H]2C(=O)N(C)C(=O)[C@@H]21
3%	Cc1ccc(OCC(=O)NCCS(=O)(=O)N2CCN(c3ccccc3)CC2)cc1
-8%	O=C(COC(=O)C1=Cc2ccccc2OC1)NCc1ccccc1
1%	Cc1ccccc1C(=O)NCC(=O)OC(C)C(=O)Nc1cccc(S(=O)(=O)N2CCOCC2)c1 (stereo not given)
-14%	O=C(OC1CCOC1=O)C1CCN(S(=O)(=O)c2c(Cl)cccc2Cl)CC1 (stereo not given)
-3%	CCN(CC(=O)Nc1c(F)cccc1F)C(=O)/C=C/c1ccc(S(=O)(=O)N2CCCCCC2)cc1
-9%	O=C(CCNS(=O)(=O)c1ccc(Br)cc1)N1CCCCCCC1
-6%	CC(=O)c1ccc(NC(=O)C(C)OC(=O)CCCN=C2NS(=O)(=O)c3ccccc32)cc1 (stereo not given)
-3%	COc1ccc(CNC(=O)C(C)OC(=O)CO/N=C(\C)c2ccc3c(c2)OCO3)cc1 (stereo not given)
-7%	O=C(COC(=O)c1cccc([N+](=O)[O-])c1)c1ccc2c(c1)OCO2
-3%	COCCn1c(N)c(N(Cc2ccccc2)C(=O)CSCC(=O)Nc2ccc(C)cc2)c(=O)[nH]c1=O
2%	CCN(CC(=O)NCc1cccs1)C(=O)c1ccc(NS(=O)(=O)c2ccc(F)cc2)cc1
5%	Cc1ccc(C(=O)NCC(=O)OC(C)C(=O)NC2CCCc3ccccc32)cc1 (stereo not given)
-8%	O=C(Nc1ncccc1O)c1ccc(C(=O)c2ccccc2)cc1
3%	CC(=O)N1CCN(C(=O)c2ccc(S(=O)(=O)Nc3cccc(C(F)(F)F)c3)cc2)CC1
-9%	Cc1ccc(S(=O)(=O)NCCC(=O)N2CCCCCCC2)cc1C
-8%	COc1ccc(OC)c(-c2csc(NC(=O)C3=COCCO3)n2)c1
-4%	O=C(CCN=C1NS(=O)(=O)c2ccccc21)OCc1nnc(-c2ccccc2)o1
-1%	CC1(C)CC(=O)C=C(NC2CCCCC2)C1
13%	Cc1noc(C)c1CSCC(=O)Nc1cc(C(F)(F)F)ccc1N1CCCCC1
